EP2 mod: EP2 receptor modulators, cAMP readout, primary screen, cell-based, HTRF cAMP, PGE2 stimulation; hit rate 0.83% among 260,000; Prostaglandin E2 receptor EP2 subtype (Homo sapiens), P43116; AID 940, 2007; induction, % at 25 µM; EP2-expressing cells, cAMP HTRF FRET, PGE2 co-stimulation;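 active = compounds whose cAMP rise, as percent of the full-agonist control response, exceeds 60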;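 also: rat C6 glioma line stably carrying human EP2 under a CMV promoter; the protocol text gives 20 µM as final concentration; 100% = response of wells given 1 µM PGE2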
EP2 antag: human EP2 receptor antagonists, primary screen, TR-FRET cAMP, C6 glioma cells. hit rate 0.52% among 260,000. Prostaglandin E2 receptor EP2 subtype (Homo sapiens), P43116. inhibition, % at 25 µM. C6 glioma cells expressing human EP2; cells stimulated with saturating PGE2;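 active = percent inhibition above 40 after rounding to a whole number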;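 also: rat C6 glioma host cells with rolipram phosphodiesterase inhibitor present; the protocol text gives 20 µM as final concentration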
Hck-Nef inh: inhibitors of Nef-activated human Hck kinase, primary screen, biochemical, Z-Lyte FRET, 384-well, Hck-YEEI. Tyrosine-protein kinase HCK (Homo sapiens), P08631. Recombinant Hck-YEEI plus Nef, Z-Lyte FRET kinase assay. inhibition, % at 20 µM. hit rate 0.68% among 220,000;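 active = Hck-Nef kinase inhibition above about 50%, limit read from the data; inactive = inhibition below that limit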;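 also: 0% = DMSO with Hck plus Nef and 100% = Hck alone without Nef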
Runt-CBFb FRET: inhibitors of RUNX1 Runt–CBFb binding, primary screen, biochemical, FRET, Cerulean-Runt, Venus-CBFb, uHTS | hit rate 0.46% among 220,000 | inhibition, % at 20 µM | Runt-related transcription factor 1 (Homo sapiens) + Core-binding factor subunit beta … | Cerulean-Runt/Venus-CBFb FRET ratio 530/480, 1 h;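 active = inhibition over about 50% at 20 µM in the single-dose screen, limit read from the data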;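 also: 0% = DMSO wells and 100% = excess unlabeled CBFb competitor control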
Target sequence (Q01196 whole entry, looked up): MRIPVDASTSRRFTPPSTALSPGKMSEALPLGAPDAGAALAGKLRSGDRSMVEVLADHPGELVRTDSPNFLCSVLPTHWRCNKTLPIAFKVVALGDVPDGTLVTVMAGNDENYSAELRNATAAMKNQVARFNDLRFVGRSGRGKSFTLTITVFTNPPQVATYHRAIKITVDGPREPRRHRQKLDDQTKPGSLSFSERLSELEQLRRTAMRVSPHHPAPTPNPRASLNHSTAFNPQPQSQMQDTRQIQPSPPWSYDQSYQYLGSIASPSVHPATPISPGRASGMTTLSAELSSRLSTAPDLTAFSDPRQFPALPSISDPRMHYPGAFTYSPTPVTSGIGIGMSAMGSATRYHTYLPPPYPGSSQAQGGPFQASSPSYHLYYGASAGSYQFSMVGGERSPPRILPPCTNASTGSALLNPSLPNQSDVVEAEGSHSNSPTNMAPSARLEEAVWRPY
Target sequence (Q13951 whole entry, looked up): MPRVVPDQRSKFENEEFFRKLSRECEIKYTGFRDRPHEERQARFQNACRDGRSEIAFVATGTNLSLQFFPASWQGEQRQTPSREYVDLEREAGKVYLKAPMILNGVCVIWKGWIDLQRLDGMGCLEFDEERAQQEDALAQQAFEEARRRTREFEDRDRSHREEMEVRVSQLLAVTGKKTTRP
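Assay system: Cerulean-tagged RUNX1 Runt domain (FRET donor) fusion protein / Amount: 100 nM each of Venus-CBFb and Cerulean-Runt domain / Medium: Tris buffer pH 7.5 with salts and BSA / Also added: Venus-CBFb 100 nM / Schedule: 1 h complex formation plus 1 h compound treatment, room temperature / Signal: FRET fluorescence / Read-out: loss of energy transfer signal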
PERK inhibitor: block of dimerizer-induced PERK translation repression, primary screen, PERK inhibitor project, CHO PERK-DD cells, SEAP luminescence, HTS; Eukaryotic translation initiation factor 2-alpha kinase 3 (Homo sapiens), Q9NZJ5; CHO PERK-DD fusion, SEAP luminescence translation reporter; inhibition, % at 5.6 µM; hit rate 0.17% among 220,000; AID 1416, 2008;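 active = inhibition above the mean inhibition of all tested compounds plus 3 SD, set separately per screening campaign, cut at about 2.9% in these data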;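 also: PERK kinase domain activated by AP20187 dimerizer at 100 nM; 0% = DMSO with dimerizer and 100% = rapamycin at 8.4 µM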
RBBP9 inhibitor: human RBBP9 inhibitors, primary screen, biochemical, fluorescence polarization, FP-Rh probe, HTS; hit rate 0.2% among 220,000; Serine hydrolase RBBP9 (Homo sapiens), O75884; recombinant RBBP9; AID 1515, 2009; inhibition, % at 7.94 µM;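 active = inhibition above the campaign mean of all tested compounds plus 3 SD, cut at about 14% in these data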;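 also: plate controls were DMSO wells with RBBP9 for no effect and wells lacking RBBP9 protein for full effect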
Target sequence (O75884 whole entry, looked up): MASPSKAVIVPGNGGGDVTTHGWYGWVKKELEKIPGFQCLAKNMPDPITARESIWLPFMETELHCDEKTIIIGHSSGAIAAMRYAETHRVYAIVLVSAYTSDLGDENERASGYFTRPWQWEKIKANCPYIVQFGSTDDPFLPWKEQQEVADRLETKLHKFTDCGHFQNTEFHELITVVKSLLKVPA
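Measured by – fluorescence polarization · Test system – RBBP9 protein · Input – 2.5 µM RBBP9 dispensing solution, before mixing · Measure – percent inhibition from mP, scaled between DMSO and no-protein wells · Benchmarks – DMSO-treated enzyme wells and wells lacking RBBP9 · Times – preincubation 30 min plus labeling 45 min at 25 °C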
L929 necroptosis: inhibitors of zVAD-triggered necroptosis, primary screen, L929 cells | viability rescue, % at 10 µM | hit rate 0.38% among 220,000 | AID 1377, 2008 | L929 zVAD necroptosis rescue, ATP luminescence, 24 h; with zVAD 60 µM;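 active = activation, scaled between plate controls, above about 75%, limit read from the data; inactive = activation under that limit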;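 also: 0% = zVAD with DMSO and 100% = DMSO alone without zVAD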
TNF death inh: inhibitors of TNF-alpha triggered necroptosis, primary screen, cell-based, Jurkat FADD-/-, single concentration | Jurkat FADD-/- TNF necroptosis rescue, ATP luminescence, 24 h; 0 = TNF only, 100 = no-TNF cells | activation (protection from cell death), % at 10 µM | hit rate 0.068% among 220,000;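 active = activation, meaning protection from cell death, of at least 50% relative to plate controls; inactive = activation below 50%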;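 also: necroptosis triggered by 40 ng/mL TNF-alpha added together with compound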
Runt-SMMHC FRET: inhibitors of RUNX1 Runt–CBFb-SMMHC binding, primary screen, biochemical, FRET, Cerulean-Runt, Venus-CBFb-SMMHC, uHTS. Runt-related transcription factor 1 (Homo sapiens) + Core-binding factor subunit beta …. AID 1434, 2008. hit rate 0.74% among 220,000. Cerulean-Runt/Venus-CBFb-SMMHC FRET ratio 530/480, 1 h. inhibition, % at 20 µM;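 active = mean inhibition across duplicate retests at 20 µM reaching about 50%, limit read from the data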;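 also: 0% = DMSO wells and 100% = wells with excess untagged CBFb-SMMHC; inhibitors lower the FRET ratio by blocking Runt binding to CBFb-SMMHC; some results filed as inactive read as strong as hits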
* hit, by the source's call; / = no result given. Some of the compounds tested; the hit share may differ from the screen's.

SMILES	EP2 mod	EP2 antag	Hck-Nef inh	Runt-CBFb FRET	PERK inhibitor	RBBP9 inhibitor	L929 necroptosis	TNF death inh	Runt-SMMHC FRET
COc1ccc(NC(=O)CCC(=O)N(Cc2ccc(OC)c(OC)c2)c2nccs2)c(OC)c1	-3	4	25	/	-0.3	-1	1.6	0.5	/
COc1cc(/C=C/C(=O)c2ccc(NS(=O)(=O)c3ccc(C)cc3)cc2)cc(OC)c1O	12	11	0	-26	-1.1	3	103*	0.7	-96
COc1cc(OC)nc(NC(C)=O)n1	6	5	2	0	2.1	-4	1.3	0.1	-1
Nc1nc(F)nc2c1ncn2[C@@H]1O[C@H](CO)[C@@H](O)[C@@H]1O	-26	34	4	2	-0.1	2	2.3	-8.6	3
COc1ccc(C)cc1NC(=O)CCN1CCCC1	5	12	0	-1	-0.1	-3	-0.2	-0.6	3
COc1ccc(OCC(=O)NNC(=O)c2cccc(S(=O)(=O)N(C)C)c2)cc1	5	6	-1	1	1.0	-6	0.7	0.3	-4
CCOC(=O)NC(=O)c1cn(Nc2ncc(Cl)cc2C(F)(F)F)c(=O)[nH]c1=O	1	11	-10	3	1.0	2	2.3	5.8	-1
C/C(=N\NC(=O)c1ccccc1)c1ccc(N2CCCCC2)cc1	-17	4	6	-3	0.1	-9	3.9	2.0	-2
CCN1CCN(C(=O)c2cc3cc([N+](=O)[O-])ccc3oc2=O)CC1	-12	4	-4	1	0.5	2	1.5	0.1	0
O=C(Cn1cnc2ccccc2c1=O)NCc1cccs1	19	8	21	-2	-0.1	4	0.6	-0.2	-1
COC(=O)c1c(NC(=O)CSc2ncnc3c2cnn3-c2ccccc2Cl)sc2c1CCCC2	32	10	3	-4	-0.4	-11	0.6	0.7	-4
COCCn1c(SCc2ccccc2Cl)nc2c1c(=O)[nH]c(=O)n2C	15	13	3	3	-1.0	-5	0.0	-7.8	-6
COc1cccc(CNC(=O)Cn2ncc3c(=O)oc4ccccc4c32)c1	-52	4	21	-1	-0.1	4	0.1	2.9	2
COc1ccc(/C=N/Nc2nc3ccccc3o2)cc1O	-4	11	0	2	1.2	-1	86*	18	4
COc1ccc(C2NC(=O)N(C)C3=C2C(=O)CC(C)(C)C3)cc1OC (stereo unspecified)	25	3	-4	-3	0.0	-6	0.1	0.4	1
COc1ccc(NC(=O)COC(=O)c2c(-c3ccccc3)noc2C)cc1	4	2	-1	-2	-0.1	-8	-0.3	2.6	-3
CC(C)(C)C(=O)Nc1ncccc1C(O)c1cccc(C(F)(F)F)c1 (stereo unspecified)	23	3	17	-3	0.8	-11	0.0	-0.9	-1
CC(OC(=O)c1ccccc1N1C(=O)C2C3CCC(C3)C2C1=O)C(=O)c1ccccc1 (stereo unspecified)	3	10	-11	2	-1.1	-9	-0.6	-0.5	0
CCC(C)NC(=O)Nc1ccccc1F (stereo unspecified)	6	3	0	-6	1.0	-3	0.1	1.6	-4
CCn1c(=O)cc(SCC(=O)NCc2cccnc2)c2ccccc21	36	10	9	-13	0.7	-1	0.1	-1.3	-12
Cc1cccc(NC(=O)CSc2nc3ccccc3c3nc(CCc4c(C)n[nH]c4C)nn23)c1	-1	7	4	-6	-1.0	-10	0.5	-0.9	-6
COc1ccc(-c2cc(C(F)(F)F)nc(-n3cc(Br)cn3)n2)cc1	13	7	-1	-12	0.0	-5	0.7	0.1	-2
O=C1NC2(CCCCC2)N=C1c1ccccc1	26	8	0	0	-0.6	-4	-0.6	-0.2	0
C/C(=C\COc1cc(=O)[nH]c2ccccc12)CCC(O)C(C)(C)O (stereo unspecified)	-49	21	14	-1	1.2	-3	1.9	-0.6	3
COc1cc(/C=C(\NC(C)=O)C(=O)Nc2ccc(NC(C)=O)cc2)ccc1OC(C)=O	22	2	3	0	0.2	-7	0.5	0.7	0
CN(C)CCCNc1ncnc2sc(-c3ccccc3)cc12	-16	6	26	-1	0.2	-3	70	-8.9	-1
COc1ccc(N2CCCC2=N)c(OC)c1	-13	3	9	0	1.3	-2	-0.8	1.4	-5
Cc1cc(O)ccc1N/C=C1\CCCC1=O	-11	10	3	16	1.0	8	1.4	-0.4	1
CC(=O)N1CCN(Cc2nc3cc(NC(=O)c4ccccc4C)ccc3n2C)CC1	-2	10	-1	/	0.5	-8	-0.1	-0.9	-3
COc1ccc(OCC(=O)N2CCN(C(=O)COc3ccc(Br)cc3)CC2)cc1	-14	2	1	0	-0.8	-14	0.1	-1.4	-3
O=C(NCc1ccco1)c1cc([N+](=O)[O-])ccc1N1CCOCC1	-1	2	17	0	0.3	-1	7.1	0.3	2
CC(=O)c1cccc(NC(=O)N2CCCC2C(=O)Nc2ccccc2C)c1 (stereo unspecified)	1	/	1	2	-0.8	-5	3.5	0.1	2
Cc1cc(C)nc(NS(=O)(=O)c2ccc(NC(=O)Cc3ccccc3)cc2)n1	24	2	-19	0	0.6	0	3.0	0.3	-6
COc1ccc(-c2noc(=O)n2CC(=O)N2CCC(Cc3ccccc3)CC2)cc1	28	9	20	0	0.3	-7	-0.4	2.3	2
Cn1c(CNc2nc(-c3ccccc3)cs2)nnc1SCC(=O)N1CCc2ccccc21	-43	19	6	-5	-0.5	6	0.1	-2.5	-11
O=S(=O)(c1ccccc1)N1CCN=C1SCc1ccccc1	17	9	32	-2	1.2	0	-0.3	-0.4	-1
Cc1ccc(C(=O)Nc2cc(Cl)ccc2N2CCCCC2)s1	62*	12	3	-1	0.2	-3	0.2	-0.7	-3
CCCNC(=O)c1ccccc1NS(=O)(=O)c1ccc(OC)c(OC)c1	13	5	1	4	0.1	-5	0.1	-0.7	-3
COc1cccc(NC(=S)N2CCC(N(C)CC3CCCO3)CC2)c1 (stereo unspecified)	1	7	4	2	1.1	-7	0.0	2.5	-4
CCOc1cccc(OCCOCCNC(C)(C)C)c1	23	17	3	-1	0.5	-8	-0.4	0.3	-7
CCCCn1nc(C(=O)O)ccc1=O	8	4	2	-2	0.7	-2	-0.1	-2.1	-3
Cc1cccc(NC(=O)c2csnn2)n1	0	5	1	1	1.2	-5	3.1	1.1	-1
O=C1C=CCC(/C=C/c2ccccc2)O1 (stereo unspecified)	14	9	0	6	1.4	-5	4.6	-15	2
CO/N=C/CC(=O)c1cnc(-c2ccc(Cl)cc2)s1	17	20	23	1	0.6	4	3.5	1.8	-6
CNS(=O)(=O)c1ccc(NC(=O)C2CC(=O)N(c3ccc(Cl)cc3)C2)cc1 (stereo unspecified)	-29	8	26	-2	0.4	0	-0.9	-1.5	3
COc1ccc(CN=C(N)N=C(N)N)cc1Cl	-29	8	8	-2	0.9	-2	0.4	-0.2	1
CCOc1cc(NC(=S)NCc2ccco2)c(OCC)cc1NC(=O)CC(C)C	23	15	2	0	0.9	1	1.9	-0.1	-2
CCCn1nc2cc(C(=O)NCC34CC5CC(CC(C5)C3)C4)ccc2c1OCC	-9	9	1	-6	-0.3	-10	17	3.2	-9
COc1ccc(C(CC(=O)c2ccc(C)cc2)Nc2ccc([N+](=O)[O-])cc2)cc1 (stereo unspecified)	4	8	2	0	-0.6	-26	0.7	8.1	1
COc1ccc(C(c2c(O)nc(SC)n(C)c2=O)c2c(O)nc(SC)n(C)c2=O)cc1O	3	10	1	-4	1.1	-2	-0.3	-1.0	2
COc1cc(/C=N/N=C(\N)c2nonc2N)ccc1O	-31	8	-17	0	0.7	-8	0.0	0.1	-4
CCN1CCN(C(=O)Nc2cccc(C(F)(F)F)c2)CC1	34	3	8	2	0.9	2	0.8	1.5	-3
COCCNC(=O)/C(C#N)=C/c1c(N2CC(C)OC(C)C2)nc2ccccn2c1=O (stereo unspecified)	-12	4	6	48	-0.2	-7	0.9	1.6	82*
COc1cc(CCC(=O)Nc2cccc(S(=O)(=O)N(C)C)c2)cc(OC)c1OC	2	9	1	2	0.1	0	0.9	1.6	4
CCOC(=O)c1cccnc1SCC(=O)NCc1ccccc1	8	5	-2	0	-0.7	-10	-0.2	-0.1	-6
Cc1nn(C2CCS(=O)(=O)C2)c(Cl)c1/C=C/C(=O)OCC(=O)Nc1ccccc1[N+](=O)[O-] (stereo unspecified)	0	3	23	2	0.4	8	0.0	-0.9	4
CN(c1ncc(C(F)(F)F)cc1Cl)n1cc(C(=O)O)c2ccccc2c1=O	47	28	2	1	0.2	4	0.3	1.0	1
COc1ccccc1N(C(=O)Cn1nnc2ccccc21)C(C(=O)NCc1ccco1)c1ccc(C)o1 (stereo unspecified)	-4	15	-1	3	-1.4	-4	-0.3	-5.3	0
Cn1c(=O)c2c(nc(NCc3ccccc3)n2CC(N)=O)n(C)c1=O	33	8	28	-3	1.1	7	-0.4	1.0	1
O=C(O)c1ccc(NC(=O)c2cn(-c3ccccc3)nc2-c2ccc(F)cc2)cc1	27	2	-30	-1	1.2	-7	-1.5	0.2	1
CN(NC(=O)/C=C/C(=O)O)c1ncc(C(F)(F)F)cc1Cl	22	1	-11	5	1.3	2	0.9	0.0	2
Cc1oc(-c2cccc(Cl)c2)nc1CN1CCCC(C(=O)NC(C)c2ccc3c(c2)OCCO3)C1 (stereo unspecified)	-6	/	1	-2	-0.5	-8	2.2	-0.9	1
Cn1cc(Br)c(C(=O)NN2C(=O)C3C(C2=O)C2C=CC3C23CC3)n1 (stereo unspecified)	17	12	-2	0	1.0	-3	2.2	-0.4	-4

3 entries from above, ordered by the number in EP2 mod, rising.
SMILES	EP2 mod	Hck-Nef inh	Runt-CBFb FRET	PERK inhibitor	RBBP9 inhibitor	Runt-SMMHC FRET
COc1ccc(CN=C(N)N=C(N)N)cc1Cl	-29	8	-2	0.9	-2	1
CC(OC(=O)c1ccccc1N1C(=O)C2C3CCC(C3)C2C1=O)C(=O)c1ccccc1 (stereo unspecified)	3	-11	2	-1.1	-9	0
Cc1ccc(C(=O)Nc2cc(Cl)ccc2N2CCCCC2)s1	62*	3	-1	0.2	-3	-3

Assay outcomes deposited in PubChem by several laboratories.
